Screening results from PubChem BioAssay.
CCHF vOTU inh = blocks the CCHF virus ovarian tumor domain protease. CCHFV vOTU protease, Pep-AMC fluorescence. inhibition, % at 11.5 µM. 0.55% of 370,000 active; also: 0% = vehicle wells with enzyme and 100% = no enzyme wells
BioA inh = inhibitors of Mycobacterium tuberculosis BioA enzyme | 0.096% of 360,000 active | inhibition, % at 9.99 µM | purified M. tuberculosis BioA enzyme, plate reader; in the data active = inhibition above about 40%; inconclusive = no clear call, values can overlap the other calls
MazF activator = MazEF (E. coli) toxin RNase activation | activation, % at 20 µM | P0AE70 | 0.32% of 350,000 active | FAM/BHQ RNA-DNA oligo cleavage fluorescence, 5 h; in the data active = activation above about 50%
FadD28 binding = inhibitors of Mycobacterium tuberculosis FadD28 bisubstrate binding; FadD28 bisubstrate probe binding, fluorescence polarization; inhibition, % at 12.5 µM; 0.22% of 360,000 active; in the data active = inhibition above about 8.5%, passing the limit was not always enough; inconclusive = no clear call, values can overlap the other calls
BoNT-F LC inh = inhibitors of Botulinum neurotoxin F light chain protease; Multiplex microsphere protease cleavage assay, flow cytometry; inhibition, % at 10 µM; 0.22% of 360,000 active; in the data active = inhibition above about 35%, passing the limit was not always enough; inconclusive = no clear call, values can overlap the other calls; also: plate controls were buffer without enzyme for full effect and enzyme alone for no effect
FBA Mtb inh = inhibits M. tuberculosis FBA enzyme | P9WQA3 | purified M. tuberculosis FBA, fluorescence read-out | inhibition, % at 1 µM | 2.3% of 360,000 active | AID 588726; in the data active = inhibition above about 27%;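 also: 0% = vehicle and 100% = reference inhibitor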
GDH-TPI counter = counter-screen for M. tuberculosis FBA inhibitors: GDH-TPI coupled enzymes | 1.2% of 360,000 active | GDH-TPI coupled enzyme counterscreen, NADH absorbance | AID 588335 | inhibition, % at 4.8 µM;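 also: 0% = DMSO wells and 100% = wells lacking the enzyme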
DUSP3 inh = blocks human VHR1 dual specificity phosphatase; 0.52% of 290,000 active; recombinant VHR phosphatase, pNPP absorbance; inhibition, % at 13.3 µM; P51452; in the data active = inhibition above about 50%; also: some compounds called inactive have numbers as strong as hits
Target sequence (P51452 whole entry, looked up): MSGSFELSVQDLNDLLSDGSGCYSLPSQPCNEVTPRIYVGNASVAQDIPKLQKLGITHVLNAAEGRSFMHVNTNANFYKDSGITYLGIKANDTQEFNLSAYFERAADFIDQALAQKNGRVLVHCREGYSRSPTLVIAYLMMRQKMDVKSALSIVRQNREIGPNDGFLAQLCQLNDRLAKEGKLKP
Rv3671c protease = inhibits the M. tuberculosis serine protease Rv3671c | P9WHR9 | inhibition, % at 5.96 µM | 0.048% of 320,000 active | AID 2606; in the data active = inhibition above about 38%;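 also: extracellular domain of Rv3671c used as enzyme; 0% = enzyme with DMSO and 100% = no enzyme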
Target sequence (P9WHR9 whole entry, looked up, the tested form may be a part): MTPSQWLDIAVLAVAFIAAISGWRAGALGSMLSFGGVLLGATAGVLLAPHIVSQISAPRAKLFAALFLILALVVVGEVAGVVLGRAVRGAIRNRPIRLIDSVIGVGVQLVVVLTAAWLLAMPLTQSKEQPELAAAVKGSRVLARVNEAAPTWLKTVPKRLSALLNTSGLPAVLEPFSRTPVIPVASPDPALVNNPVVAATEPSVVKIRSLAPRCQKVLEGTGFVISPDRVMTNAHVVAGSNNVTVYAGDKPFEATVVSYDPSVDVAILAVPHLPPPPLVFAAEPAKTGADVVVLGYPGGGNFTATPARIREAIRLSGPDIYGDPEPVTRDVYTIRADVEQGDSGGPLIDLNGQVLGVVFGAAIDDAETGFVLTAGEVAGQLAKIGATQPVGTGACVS
Mtb UGM inh = Mtb UDP-galactopyranose mutase inhibition | 0.06% of 320,000 active | inhibition, % at 10 µM | P9WIQ1 | purified UGM, fluorescence polarization probe displacement; in the data active = inhibition above about 10%, passing the limit was not always enough; inconclusive = no clear call, values can overlap the other calls
Target sequence (P9WIQ1 whole entry, looked up): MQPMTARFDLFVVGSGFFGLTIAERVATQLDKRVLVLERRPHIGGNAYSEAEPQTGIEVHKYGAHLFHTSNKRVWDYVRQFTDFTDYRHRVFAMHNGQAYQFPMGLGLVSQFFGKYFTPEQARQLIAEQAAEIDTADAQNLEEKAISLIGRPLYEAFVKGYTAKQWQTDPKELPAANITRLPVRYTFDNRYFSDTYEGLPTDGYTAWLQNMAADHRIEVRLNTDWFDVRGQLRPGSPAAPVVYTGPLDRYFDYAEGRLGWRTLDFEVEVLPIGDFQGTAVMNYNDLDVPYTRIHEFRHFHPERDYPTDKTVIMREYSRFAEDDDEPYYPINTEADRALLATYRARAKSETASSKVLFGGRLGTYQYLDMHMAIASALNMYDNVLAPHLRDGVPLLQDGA
An asterisk follows results filed as active; u = inconclusive; x = no result given; + = active, no number; & = joins results of further samples. Rule as the data show it, unless noted: active = inhibition above about 30%; inactive = the rest.

SMILES | CCHF vOTU inh | BioA inh | MazF activator | FadD28 binding | BoNT-F LC inh | FBA Mtb inh | GDH-TPI counter | DUSP3 inh | Rv3671c protease | Mtb UGM inh
O=C(Cn1cnc2ccccc2c1=O)Nc1ccc(S(=O)(=O)N2CCCC2)cc1 | -5 | x | 6 | 0.6 | -3 | 4 | 3 | 23 | -12 | 2.4
CCOC(=O)C1(C)CCCN1C(=O)c1ccc(OC)cc1 (stereo not drawn) | 6 | 0.8 | x | -2.8 | 0 | -1 | -7 | x | x | x
CC(=O)Nc1ccc(NC(=O)CN(c2cccc([N+](=O)[O-])c2)S(C)(=O)=O)cc1 | 7 | x | 6 | -1.8 | -4 | 1 | -7 | 21 | 2 | 0.3
O=C(Nc1ccccc1C(=O)Nc1ccccc1)c1cccs1 | -1 | -3.4 | 6 | 1.8 | 5 | -1 | 15 | 43 | -3 | -2.5
Cc1c(OC(C)C(=O)N[C@H](C(=O)O)c2ccccc2)ccc2c3c(c(=O)oc12)CCCC3 (stereo partly drawn) | 2 | 3.2 | -25 | -4.0 | -17 | 81* | 28 | 25 | -5 | 5.0
C[C@H](CO)N1C[C@H](C)[C@@H](CN(C)Cc2ccc3c(c2)OCO3)Oc2c(NC(=O)C3CCCCC3)cccc2C1=O | 11 | 0.4&5.4 | 6 | -0.9 | -4 | 5 | 10 | x | -4 | 1.2
Cc1ccc(N(CC(=O)NC2CCCC2)C(=O)Cn2nnc(-c3ccccc3F)n2)cc1 | 11 | 3.6 | 5 | 0.3 | -4 | 3 | 2 | -30 | -5 | 2.2
COc1cc(S(=O)(=O)NCC2(N3CCCCC3)CCCCC2)ccc1NC(C)=O | 4 | -0.4 | 6 | -3.2 | x | -5 | -4 | x | x | x
Cc1cc(OCC(=O)N2CCC(O)(c3ccc(Cl)cc3)CC2)c2c(C)cc(=O)oc2c1 | -1 | -3.3 | -22 | -0.8 | 0 | 4 | 7 | 24 | -15 | 2.0
Cc1cc(C)nc(NC(=O)C(c2ccccc2)c2ccccc2)n1 | -6 | -0.6 | -4 | -4.2 | -2 | 2 | -2 | 44 | -5 | -2.1
Cc1cccc(C(C(=O)NCc2ccc(F)cc2)N(C(=O)c2csnn2)C2CC2)c1 (stereo not drawn) | 18 | -0.4 | 13 | -0.2 | 14 | 2 | -1 | 22 | -4 | -1.9
O=C(Cn1nc(-c2ccccc2)ccc1=O)N1CCCCC1 | -10 | -1.5 | 5 | -1.6 | 8 | 0 | 14 | 61 | -20 | 0.1
CCCOc1ccc(C(=O)Nc2ccc(N3CCN(C(=O)c4ccco4)CC3)cc2)cc1 | -3 | -1.0 | 1 | -2.5 | -2 | 2 | -5 | 14 | -1 | -0.6
COc1ccc(Cl)cc1NC(=O)COC(=O)C1CC(=O)N(Cc2ccccc2)C1 (stereo not drawn) | -4 | 1.6 | 7 | -1.7 | x | 3 | -3 | x | 8 | 1.4
COc1cc(OC)cc(C(=O)Nc2ccc(S(=O)(=O)Nc3cc(C)on3)cc2)c1 | 4 | x | 0 | -9.9 | -2 | 0 | 4 | -12 | 6 | 6.7

Ordered by SMILES length (high to low): some entries from above.
SMILES | CCHF vOTU inh | BioA inh | MazF activator | FadD28 binding | BoNT-F LC inh | FBA Mtb inh | GDH-TPI counter | DUSP3 inh | Rv3671c protease | Mtb UGM inh
Cc1cccc(C(C(=O)NCc2ccc(F)cc2)N(C(=O)c2csnn2)C2CC2)c1 (stereo not drawn) | 18 | -0.4 | 13 | -0.2 | 14 | 2 | -1 | 22 | -4 | -1.9
O=C(Cn1cnc2ccccc2c1=O)Nc1ccc(S(=O)(=O)N2CCCC2)cc1 | -5 | x | 6 | 0.6 | -3 | 4 | 3 | 23 | -12 | 2.4
Cc1cc(C)nc(NC(=O)C(c2ccccc2)c2ccccc2)n1 | -6 | -0.6 | -4 | -4.2 | -2 | 2 | -2 | 44 | -5 | -2.1
O=C(Cn1nc(-c2ccccc2)ccc1=O)N1CCCCC1 | -10 | -1.5 | 5 | -1.6 | 8 | 0 | 14 | 61 | -20 | 0.1

Further records
SMILES | CCHF vOTU inh | BioA inh | MazF activator | FadD28 binding | BoNT-F LC inh | FBA Mtb inh | GDH-TPI counter | DUSP3 inh | Rv3671c protease | Mtb UGM inh
Cc1cccc(C)c1OCC(O)CNS(=O)(=O)c1ccccc1C(=O)N1CCCCC1 (stereo not drawn) | -1 | 0.8 | 6 | -0.8 | 3 | -2 | 3 | 47 | 4 | 0.3
Cc1ccc2nc(-c3ccc(N)cc3)sc2c1 | -276 | 3.5 | -17 | -2.6 | u | + | 25 | 39 | 3 | -2.7
O=C(CNc1cccc(S(=O)(=O)N2CCOCC2)c1)Nc1ccc(C(F)(F)F)cc1 | 0 | x | 0 | -1.5 | x | 3 | 14 | x | -1 | 0.6
COc1cc(C(=S)N2CCCC2)ccc1OC(=O)c1ccc(Cl)cc1[N+](=O)[O-] | 5 | -1.2 | 7 | 1.6 | -1 | -3 | 0 | 13 | 3 | -0.2
O=C1Nc2ccc([N+](=O)[O-])cc2OC1CCN1CCOCC1 (stereo not drawn) | 3 | 1.2 | 17 | -3.2 | -6 | -3 | 15 | 26 | 0 | 0.8
NC(=O)c1ccc(N2CCCCCC2)c([N+](=O)[O-])c1 | 5 | x | 4 | -3.1 | -2 | -2 | -2 | 22 | 2 | -1.7
CCC1Oc2ccc(C)cc2N(CC(=O)NCCCN2CCCCC2C)C1=O (stereo not drawn) | -4 | -1.3 | 12 | -1.7 | 7 | 1 | 8 | 58* | -8 | 0.2
Cc1cccc(NC(=S)NNC(=O)c2csc3c2CCC(C)C3)c1 (stereo not drawn) | 3 | 0.4 | 1 | 14* | 0 | 4 | 12 | -2 | 3 | x
COC(=O)/C=C/c1cnc[nH]1 | 1 | -0.1 | -4 | -2.8 | -7 | 2 | 1 | 17 | 1 | 0.4
Nc1nnc(SCC(=O)c2ccc([N+](=O)[O-])cc2)s1 | -7 | 1.0 | -4 | -2.4 | 0 | 2 | 6 | 9 | 2 | 2.6
Cc1c2c(n3c(nc4ccccc43)c1C#N)N(CCCN(C)C)CC2 | -129 | x | -6 | -1.3 | -4 | 141* | 7 | 30 | -1 | 1.0
CCOC(=O)C1(CC/C(C)=N\NC(N)=O)CC(C)(C)OC1=O (stereo not drawn) | 1 | -3.5 | 3 | -2.9 | -8 | 0 | -1 | -11 | -4 | x
CCn1c(=O)[nH]c(=O)c2c(N)c(C(=O)c3ccccc3OC)sc21 | 2 | 0.7 | 9 | -0.8 | 1 | 0 | 19 | 34 | 3 | 0.6
Cc1ccc(S(=O)(=O)CCC(=O)OCc2ccccc2)cc1 | -9 | x | -15 | -1.2 | 2 | 0 | 4 | 17 | 1 | -1.6
Cc1ccc(CN2CC(N3CCN(CC4CC4)CC3)CS2(=O)=O)cc1 (stereo not drawn) | -9 | -0.5 | x | 0.2 | -4 | -1 | x | x | x | x
CC(C)(NC(=O)c1ccccc1)c1nc2ccccc2s1 | 5 | -0.2 | 2 | -1.5 | -3 | 2 | -11 | x | -6 | 2.5
O=C(O)CC(CC(=O)Nc1ccc(Oc2ccccc2)cc1)c1ccccc1 (stereo not drawn) | -5 | x | -3 | -5.3 | -4 | 2 | 10 | 40 | -1 | 0.4
Cc1nnc(SCC(=O)N(C)C2CCCCC2)n1C | 3 | -2.0 | -3 | 0.4 | 8 | 2 | 15 | x | 5 | 2.6
O=C(COC(=O)CCC(=O)c1cccs1)Nc1cc(S(=O)(=O)N2CCOCC2)ccc1Cl | -11 | x | -1 | -3.8 | -1 | 2 | -8 | 10 | -9 | -0.8
Cc1cn([C@H]2C[C@H](O)[C@@H](CCC(=O)NCc3ccccc3)O2)c(=O)[nH]c1=O | -2 | -2.2 | -1 | 0.5 | 0 | 1 | -10 | x | x | x
CCCCN(C(=O)C1=COCCO1)c1c(N)n(CCCC)c(=O)[nH]c1=O | -4 | -2.8 | -7 | -0.1 | u | 2 | 4 | x | 2 | 0.0
Cc1[nH][nH]c(=O)c1N=Nc1ccc(F)cc1 | 5 | -2.1 | 7 | x | 5 | -12 | 26 | 7 | -4 | -0.5
CCOc1ccc(CN(C)CC(=O)c2c(N)n(Cc3ccccc3)c(=O)n(CC)c2=O)cc1OC | 7 | 1.3 | 11 | -0.7 | 3 | 2 | 3 | 0 | -8 | -1.1
Cc1ccccc1OCCn1cc(C(=S)N2CCCC2)c2ccccc21 | 16 | -2.6 | 6 | -1.6 | 4 | -3 | 0 | x | -8 | 11*
COc1ccc(Cl)cc1NC(=O)CN(C)C(=O)c1ccc2c(c1)OCCO2 | 9 | 2.4 | -2 | 1.2 | 13 | 5 | 6 | x | -5 | -0.9
CCCCc1nnc(NC(=O)CN(C)S(=O)(=O)c2ccc(C)cc2)s1 | 0 | -1.8 | 0 | -2.5 | -5 | 0 | -1 | -4 | -2 | -1.9
COc1ccc(CCNC(=O)CN(c2ccccc2OC)S(C)(=O)=O)cc1 | -2 | -0.5 | 5 | -0.3 | u | 1 | 8 | -18 | -1 | 3.3
CCCCNCc1cccn1-c1ccccc1 | -12 | 1.2 | -1 | -2.8 | 0 | 5 | -7 | 4 | 10 | 0.0
CCOc1ccccc1NC(=O)NCCN1CCCCC1 | -6 | 0.8 | -1 | -2.4 | x | -1 | 8 | 25 | 5 | -0.3
COc1cccc(Cn2cccc(NC(=O)NC3CCCCC3)c2=O)c1 | 11 | -0.6 | 0 | -5.1 | 6 | 7 | 5 | 8 | 6 | 0.5
Cc1ccc(C(=O)Cc2nnc(C)s2)cc1 | -10 | 0.6 | 9 | -2.1 | -11 | 0 | 1 | 9 | -5 | 0.1
CCCCCC(=O)N1CC2(CC(c3cccc(NC(=O)COc4ccc(Cl)cc4)c3)=NO2)C[C@@H]1C(N)=O (stereo partly drawn) | -1 | -2.0 | 1 | -7.4 | -5 | 3 | 1 | -8 | -17 | -1.5
CCOC(=O)C1(CC2CCCCO2)CCN(C(=O)Nc2ccc(C)c(C)c2)CC1 (stereo not drawn) | -5 | x | 15 | -3.7 | 9 | -6 | 1 | 26 | 9 | -0.5
COc1ccc(NC(=O)CSc2n[nH]c(N)n2)c([N+](=O)[O-])c1 | -27 | 0.0 | -3 | 0.4 | 1 | 2 | 20 | 12 | 14 | 0.2
Cc1ccc(S(=O)(=O)NC2CC(C)(C)NC(C)(C)C2)cc1C | 9 | -0.1 | 0 | -4.1 | -12 | 0 | -6 | 11 | -12 | 1.8
O=c1oc2ccccc2c(O)c1Sc1c(O)c2ccccc2oc1=O | x | -1.2 | 8 | -1.9 | -8 | -4 | 26 | x | x | x
O=c1cc(CO)oc(CN2CCN(c3ccccc3F)CC2)c1O | 5 | -2.0 | 6 | 1.5 | -10 | 8 | 3 | 19 | -1 | -4.6
CCOC(=O)C1C(=O)C(=O)N(C(C)C)C1C(=O)OCC (stereo not drawn) | 5 | -0.4 | 6 | -3.4 | 3 | -3 | -1 | x | x | x
CCC(=O)N1CCc2cc(S(=O)(=O)NCCC(=O)N3CC=C(c4ccccc4)CC3)ccc21 | -5 | -1.7 | x | 0.3 | -4 | 2 | 10 | 7 | -10 | 0.2
O=C(NCc1ccccn1)Nc1ccc(F)c(Cl)c1 | 10 | -0.1 | 9 | -4.5 | -4 | -1 | 2 | 6 | -6 | 0.0
O=C1c2cccc3cccc(c23)C(=O)N1CCN1CCN(C(=S)Nc2ccccc2)CC1 | -11 | -0.3 | 7 | -2.5 | 2 | 0 | 24 | 4 | -15 | -0.9
CN(C(=O)C(C)(C)C)c1ccc(OCC(=O)N2CCc3ccccc3C2)cc1 | 1 | 0.8 | 1 | -0.4 | 3 | 0 | 4 | -29 | -5 | 0.3
CC1(C)Oc2ccc3ccc(=O)oc3c2C(/C=N/O)=C1Cl | 5 | 1.8 | 13 | -0.5 | -2 | -1 | 27 | -8 | -10 | 3.1
Cc1cc(O)c(C2(C(F)(F)F)NCCNC2=O)cc1C (stereo not drawn) | -3 | -2.9 | 1 | -2.3 | -3 | -1 | 0 | 1 | -5 | -3.8
CN(C)c1cccc(NC(=O)c2cccc3ccccc23)c1 | -9 | 1.6 | 7 | x | 5 | 3 | -2 | 14 | -9 | 4.6
